Screening results: PubChem BioAssay, The Scripps Research Institute Molecular Screening Center
pPAFAH FP inh: pPAFAH enzyme inhibitors, primary screen, biochemical, fluorescence polarization, human; recombinant pPAFAH, FP-rhodamine probe fluorescence polarization; 330,000 compounds, 1.5% hits; Platelet-activating factor acetylhydrolase (Homo sapiens), Q13093; AID 463082, 2010; inhibition, % at 3.39 µM;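 active = inhibition above the mean inhibition across the screen plus 3 SD, cut at about 25% in these data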;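 note: inhibitors block binding of the rhodamine activity-based probe so polarization drops; 0% = enzyme with DMSO and 100% = wells lacking pPAFAH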
Target sequence (Q13093 whole entry, looked up): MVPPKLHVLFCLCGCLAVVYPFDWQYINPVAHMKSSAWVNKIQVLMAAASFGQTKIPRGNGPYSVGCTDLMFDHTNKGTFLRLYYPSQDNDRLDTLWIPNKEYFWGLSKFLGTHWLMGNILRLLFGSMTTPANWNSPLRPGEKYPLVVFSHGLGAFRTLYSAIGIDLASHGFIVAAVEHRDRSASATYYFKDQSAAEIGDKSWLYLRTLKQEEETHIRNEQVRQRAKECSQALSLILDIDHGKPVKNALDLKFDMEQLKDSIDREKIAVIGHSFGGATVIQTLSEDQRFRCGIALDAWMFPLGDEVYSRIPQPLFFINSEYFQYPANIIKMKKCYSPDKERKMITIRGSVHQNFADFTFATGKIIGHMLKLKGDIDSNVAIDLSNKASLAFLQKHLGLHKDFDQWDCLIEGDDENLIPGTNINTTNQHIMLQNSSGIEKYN
PAFAH2 inh: PAFAH2 enzyme inhibitors, primary screen, biochemical, fluorescence polarization, human; Platelet-activating factor acetylhydrolase 2, cytoplasmic (Homo sapiens), Q99487; recombinant PAFAH2, FP-rhodamine activity probe; inhibition, % at 3.39 µM; 340,000 compounds, 0.99% hits;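 active = inhibition above the mean over all tested compounds plus 3 SD, cut at about 30% in these data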;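 note: inhibitors block probe labeling of enzyme so polarization drops; 0% = enzyme with DMSO and 100% = wells lacking PAFAH2 protein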
PREPL inh: PREPL enzyme inhibitors, primary screen, biochemical, fluorescence polarization; 320,000 compounds, 0.68% hits; inhibition, % at 5.96 µM; AID 2751, 2010; recombinant PREPL, fluorescence polarization activity-based probe; in the data active = inhibition above about 43%;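 note: 0% = enzyme with DMSO and 100% = wells lacking enzyme; many of its hits are not listed in these tables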
PAFAH1B2 FP inh: PAFAH1B2 enzyme inhibitors, primary screen, biochemical, fluorescence polarization, human; 340,000 compounds, 1.2% hits; recombinant PAFAH1B2, FP-rhodamine activity probe; Platelet-activating factor acetylhydrolase IB subunit alpha2 (Homo sapiens), P68402; inhibition, % at 3.39 µM;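 active = inhibition above the mean of all tested compounds plus 3 SD, cut at about 24% in these data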;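 note: 0% = enzyme with DMSO and 100% = wells lacking PAFAH1B2; many of its hits are not listed in these tables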
Target sequence (P68402 whole entry, looked up): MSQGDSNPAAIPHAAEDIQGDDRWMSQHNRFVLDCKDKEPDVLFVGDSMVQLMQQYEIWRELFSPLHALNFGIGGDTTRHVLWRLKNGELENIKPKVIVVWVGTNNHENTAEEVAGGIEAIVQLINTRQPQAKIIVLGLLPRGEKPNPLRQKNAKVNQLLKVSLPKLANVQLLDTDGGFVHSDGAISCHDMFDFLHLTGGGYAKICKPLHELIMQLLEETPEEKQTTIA
PAFAH1B3 inh: PAFAH1B3 enzyme inhibitors, primary screen, biochemical, fluorescence polarization, human | AID 492972, 2010 | inhibition, % at 3.39 µM | recombinant PAFAH1B3, FP-rhodamine probe | Platelet-activating factor acetylhydrolase IB subunit alpha1 (Homo sapiens), Q15102 | 340,000 compounds, 0.28% hits;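 active = inhibition above the screen-wide average of all tested compounds plus 3 SD, cut at about 25% in these data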;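 note: 0% = enzyme with DMSO only and 100% = wells lacking PAFAH1B3 protein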
Target sequence (Q15102 whole entry, looked up): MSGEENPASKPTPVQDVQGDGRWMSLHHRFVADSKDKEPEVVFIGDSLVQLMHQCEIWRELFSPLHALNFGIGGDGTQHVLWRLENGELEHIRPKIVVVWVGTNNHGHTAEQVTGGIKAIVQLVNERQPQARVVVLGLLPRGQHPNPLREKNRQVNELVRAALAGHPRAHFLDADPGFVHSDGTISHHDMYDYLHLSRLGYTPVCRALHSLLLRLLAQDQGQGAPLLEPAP
GSTO1 inh: inhibitors of recombinant GSTO1, primary screen, counter-screen for RBBP9 inhibitor project, biochemical, fluorescence polarization. Glutathione S-transferase omega-1 (Homo sapiens), P78417. activity-based probe fluorescence polarization. inhibition, % at 5.96 µM. 300,000 compounds, 1.1% hits;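 active = inhibition above the campaign mean inhibition plus 3 SD, cut at about 35% in these data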;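 note: 0% = GSTO1-1 with DMSO and 100% = wells lacking GSTO1-1 enzyme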
LYPLA2 inh: LYPLA2 inhibitors, primary screen, counter-screen for PME1 inhibitor project, biochemical, fluorescence polarization, FP-Rh probe ABPP. Acyl-protein thioesterase 2 (Homo sapiens), O95372. 320,000 compounds, 0.38% hits. inhibition, % at 5.9 µM. recombinant LYPLA2;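 active = inhibition above the screen-wide mean plus 3 SD, limit set per campaign, cut at about 26% in these data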;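 note: 0% = LYPLA2 with DMSO and 100% = wells lacking LYPLA2 enzyme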
PAD4 inh: human PAD4 inhibitors, primary screen, biochemical, fluorescence polarization, 1536-well format; Protein-arginine deiminase type-4 (Homo sapiens), Q9UM07; recombinant PAD4, RCA probe fluorescence polarization; inhibition, % at 6.36 µM; 330,000 compounds, 0.41% hits; AID 485272, 2010;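 active = percent inhibition above a cutoff equal to the mean of all tested compounds plus 3 SD, cut at about 15% in these data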;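 note: 0% = PAD4 with RCA probe and DMSO and 100% = probe without PAD4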
LYPLA1 counter: LYPLA1 inhibitors, primary screen, counter-screen for PME1 inhibitor project, biochemical, fluorescence polarization, FP-Rh probe ABPP; Acyl-protein thioesterase 1 (Homo sapiens), O75608; inhibition, % at 5.9 µM; 320,000 compounds, 0.16% hits; recombinant LYPLA1;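 active = inhibition above the mean of all tested compounds plus 3 SD, set per campaign, cut at about 14% in these data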;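 note: inhibitors block serine hydrolase probe labeling of LYPLA1 so polarization falls; 0% = enzyme with DMSO and 100% = wells lacking LYPLA1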
Active calls of the source: *; . = not tested or not shown. An excerpt, so the mix of outcomes need not match the whole.

SMILES	pPAFAH FP inh	PAFAH2 inh	PREPL inh	PAFAH1B2 FP inh	PAFAH1B3 inh	GSTO1 inh	LYPLA2 inh	PAD4 inh	LYPLA1 counter
Cc1ccccc1-n1c(Cn2c(=O)sc3ccccc32)nnc1SCC(N)=O	3	8	-16	2	5	3	-3	0	4
CCn1nnnc1SCC(=O)c1cc(OC)ccc1OC	1	-2	4	7	4	-3	8	3	-2
O=C(Nc1cnccn1)C1c2ccccc2Oc2ccccc21	-2	2	-4	7	5	-1	-2	-3	-4
Cc1ccc(C)c(OCCC(=O)N2CCN(S(=O)(=O)c3cc(C)ccc3C)CC2)c1	5	3	15	8	6	-6	9	-2	1
COc1cccc(C(=O)Nc2nnc(SCC(=O)NC3CCCC3)s2)c1	-1	2	-2	8	-3	-14	5	-6	3
COc1ccccc1NC(=O)CSc1nc2sc3c(c2c(=O)n1-c1ccccc1)CCN(C)C3	-2	3	3	-5	-6	2	-16	-3	-9
Cc1cc(C)c(NC(=O)c2ccoc2C)c(C)c1	0	0	0	3	3	-2	-12	-4	5
O=C(COc1ccc(S(=O)(=O)NC2CCCCC2)cc1Cl)NCc1cccnc1	16	3	-5	-7	5	6	4	0	-1
CC1(C)CC(=O)C=C(Nc2ccccc2F)C1	0	5	0	4	7	3	4	-3	-3
Cc1ccccc1C(=O)NNC(=S)NC(=O)c1ccccc1	2	2	3	-2	1	-2	3	0	3
CN(CCNC(=O)C1CCN(S(=O)(=O)c2cnc[nH]2)CC1)Cc1ccccc1	11	11	1	1	5	-3	-3	-2	-1
CCN(CC)S(=O)(=O)c1ccc(O)c(C(=O)OCC(=O)N2CCCC2)c1	5	2	1	2	3	1	4	-2	3
CCc1ccccc1NC(=O)COc1ccc2oc(-c3ccc(OC)cc3)cc(=O)c2c1	-2	10	-7	-4	-2	-7	0	-5	-3
O=C(C1COc2ccccc2O1)N1CCN(c2ccc(C(F)(F)F)cn2)CC1 (configuration not stated)	1	6	16	3	8	.	.	-4	.
C=CCn1c(C)cc(-c2csc(NC(=O)C3=COCCO3)n2)c1C	21	4	8	4	9	5	-1	-7	-1
CCNc1cc(N2CCN(S(=O)(=O)c3ccc4c(c3)CCCC4)CC2)ccc1[N+](=O)[O-]	-9	-6	13	-2	8	-3	3	0	2
CSC1=NCCN1C(=O)COc1ccc2ccccc2c1	2	-9	8	5	16	5	2	0	-4
CN1CCc2cccc3c2[C@@H]1Cc1ccc(O)c(O)c1-3	23	8	14	1	17	94*	3	-2	-6
CC1(C)C2CCC1(C)C(OC(=O)CC(=O)O)C2 (configuration not stated)	-1	.	-7	.	.	6	-7	-1	-2
Cn1c2ccccc2c(=O)c2c(=O)n(C3CCCCC3)c(-c3ccco3)nc21	1	18	0	0	7	-4	-8	2	-4
O=C(Nc1cnccn1)c1cccc(C(F)(F)F)c1	3	0	0	6	0	-6	-4	-1	-2
Cc1nc(NC(=O)c2ccccc2)sc1-c1csc(N)n1	4	21	18	-1	15	-1	2	4	-1
CCN(Cc1cc2ccccc2[nH]c1=O)C(=O)c1cccnc1	9	-8	4	-3	1	0	5	0	4
COc1cc(OC)cc(C(=O)Nn2c(C)nc3ccccc3c2=O)c1	-5	4	-9	3	-2	-8	3	0	-4
CC(Oc1ccccc1)C(=O)N1CCC2(CC1)Oc1ccc(Cl)cc1C(=O)C21CC(c2ccccc2)=NO1 (configuration not stated)	-1	.	-47	.	.	-4	1	-9	-3

Reformatted with bars between the fields: entries from further up.
canonical_smiles | pPAFAH FP inh | PAFAH2 inh | PREPL inh | PAFAH1B2 FP inh | PAFAH1B3 inh | GSTO1 inh | LYPLA2 inh | PAD4 inh | LYPLA1 counter
CCc1ccccc1NC(=O)COc1ccc2oc(-c3ccc(OC)cc3)cc(=O)c2c1 | -2 | 10 | -7 | -4 | -2 | -7 | 0 | -5 | -3
O=C(C1COc2ccccc2O1)N1CCN(c2ccc(C(F)(F)F)cn2)CC1 (configuration not stated) | 1 | 6 | 16 | 3 | 8 | . | . | -4 | .
C=CCn1c(C)cc(-c2csc(NC(=O)C3=COCCO3)n2)c1C | 21 | 4 | 8 | 4 | 9 | 5 | -1 | -7 | -1

More structures:
SMILES	pPAFAH FP inh	PAFAH2 inh	PREPL inh	PAFAH1B2 FP inh	PAFAH1B3 inh	GSTO1 inh	LYPLA2 inh	PAD4 inh	LYPLA1 counter
C=CCc1ccccc1OCC(O)CN1CCN(CCO)CC1 (configuration not stated)	-2	-2	-13	6	2	-9	0	-3	-2
C/C(=N\NC(=O)c1ccccn1)c1ccc(C(=O)O)s1	-2	.	4	.	.	5	8	3	1
COc1cccc(NC(=O)CNS(=O)(=O)c2ccc(Cl)cc2)c1	-1	2	-27	7	11	1	3	0	0
Cc1cc(C(=O)NC2CCCc3ccccc32)no1 (configuration not stated)	7	1	10	-1	0	6	4	-4	2
Cc1nnc(SCC(=O)Nc2ccc3[nH]c(=O)[nH]c3c2)s1	17	1	6	2	-4	-1	10	-1	7
CC(=O)Nc1cccc(NC(=O)C2CCCN2C(=O)Nc2ccccc2C)c1 (configuration not stated)	3	5	6	3	12	1	0	0	3
O=C(CCCn1c(=S)[nH]c2ccsc2c1=O)Nc1ccc2c(c1)OCO2	-2	1	8	3	-4	25	-6	-3	2
Cc1ccc(NC(=O)CSCCc2ccccn2)nc1	4	-6	2	5	14	6	2	-1	0
Cc1cccc(C)c1OCC(O)CN1CCC(CN2C(=O)c3cccc4cccc(c34)C2=O)CC1 (configuration not stated)	-6	6	0	-1	-3	-2	7	6	-4
COc1ccc(C(=O)c2c(C)oc3ccc(O)c(CN4CCOCC4)c23)cc1	-1	-3	7	7	0	0	-4	-3	-5
O=C(O)c1ccc(N=NN2CCOCC2)cc1	6	5	-4	3	1	9	-3	-2	-3
CCCn1c(=O)[nH]c(=O)c2c1nc(-c1cccs1)n2CCOC	8	0	0	3	5	15	9	-3	2
Cc1occc1C(=O)N1CCN(c2ncccn2)CC1	4	0	-10	2	1	10	2	6	5
O=C(N/N=C/c1ccccc1)c1cc[n+]([O-])cc1	1	-2	-4	4	-1	10	-1	2	-3
COc1ccc(C)cc1NC(=O)CSc1nnc(-c2ccco2)n1Cc1ccco1	6	-6	-1	-2	-1	-9	5	-1	0
CC(=O)N1CCc2cc(S(=O)(=O)C(C)CC(=O)NCc3ccc(C)o3)ccc21 (configuration not stated)	0	11	17	-7	3	4	-13	4	2
N#C/C(=C/c1ccc(F)cc1)C(N)=S	-3	-1	8	0	10	24	3	-2	3
O=C(Nc1cccc(Cl)c1)N(CCN1CCOCC1)Cc1ccccc1F	5	-8	-7	-5	-5	-3	3	-3	-4
COc1ccc(-c2c(C(=O)O)c(C(=O)O)c3n2CCC3)cc1	1	10	-11	-1	0	8	-3	-4	-1
Cc1ccc(-c2nnn(CC(=O)N(CCO)C(C(=O)NC3CCCC3)c3ccc(F)cc3)n2)o1 (configuration not stated)	1	-7	-6	-1	1	5	2	-4	-3
Cc1cc(C)n2nc(SCc3nnc(SCc4ccccc4C)s3)nc2n1	1	2	6	3	14	4	0	3	-1
COc1ccc(C(NC(=O)c2ccccc2F)NC(=O)c2ccccc2F)cc1	5	-4	-1	-2	-7	1	-2	1	-1
COc1ccccc1NCCC(=O)OCC(=O)Nc1ccccc1Cl	13	4	12	6	5	.	.	1	.
CCOC(=O)Cc1csc(SCC(=O)N(CC(C)C)c2c(N)n(Cc3ccccc3)c(=O)[nH]c2=O)n1	4	-5	-9	3	8	-1	3	-1	0
COc1ccc(C(=O)NNC2CC(=O)N(Cc3ccc(Cl)cc3)C2=O)cc1OC (configuration not stated)	33*	5	-7	4	5	5	-1	4	-4
Carrying on.
SMILES	pPAFAH FP inh	PAFAH2 inh	PREPL inh	PAFAH1B2 FP inh	PAFAH1B3 inh	GSTO1 inh	LYPLA2 inh	PAD4 inh	LYPLA1 counter
CCO[C@@H]1OC(C(=O)NCc2nc3ccccc3[nH]2)=C[C@H](C(C)(C)C)[C@H]1CCCO	-4	-6	4	4	5	-1	-1	-1	0
CCOC(=O)c1oc2ccccc2c1CSc1nnnn1-c1ccc(OC)cc1	14	-4	-17	-2	6	-2	0	-4	2
CC12CCC(C(=O)Nc3nccs3)(OC1=O)C2(C)C (configuration not stated)	-6	-2	3	4	2	2	-1	-2	1
CN(/N=C/c1cc(Cl)cc(Cl)c1O)C(=S)NC(C)(C)C	7	3	1	9	4	2	5	0	-1
COC(=O)c1ccccc1NS(C)(=O)=O	-4	0	10	-1	3	.	-4	-9	2
CN(C(=O)COC(=O)c1cccc(S(=O)(=O)N2CCCCCC2)c1)C1CCS(=O)(=O)C1 (configuration not stated)	0	7	10	6	-1	3	6	-2	1
CC(NC(=O)c1ccc(Br)s1)c1ccncc1 (configuration not stated)	3	6	3	-1	-7	1	4	1	1
CC(C)CNC(=O)c1ccccc1N(Cc1ccccc1)S(C)(=O)=O	9	0	-9	-2	2	-1	0	2	0
S=C1COC(c2ccccc2)N1c1ccccc1 (configuration not stated)	7	-7	1	8	-5	-1	-1	-3	4
CC[N+]1(CC)CC2CCC(C)(C1)C2(C)C (configuration not stated)	-1	-4	-1	4	12	7	-5	-1	-1
Cc1ccc(-n2nc3c(N4CCC(C(=O)NCCc5cccs5)CC4)nnc(C)c3c2C)cc1	5	6	31	3	2	-2	-2	-4	-2
Cc1cc(=O)oc2c(C)c(OC(C)C(=O)NCc3ccccn3)ccc12 (configuration not stated)	1	0	8	1	6	4	4	3	3
CSC1=N/C(=C\c2cccc(F)c2)C(=O)S1	8	2	9	2	4	-9	8	-1	5
Cc1cc(C)cc(C(=O)N(CCc2ccccc2)C2=CC3CCC(C2)N3C)c1 (configuration not stated)	2	-2	11	5	1	5	-2	-7	-2
Clc1ccccc1N1CCN(Cc2c[nH]c3ccccc23)CC1	-9	3	7	5	4	6	16	-3	0
CN(C)CCOC1c2ccccc2C=Cc2ccccc21	-7	.	-1	.	.	6	6	2	4
Cc1cc(N2C(=O)C(O)=C(C(=O)c3cc4ccccc4o3)C2c2ccc(Br)cc2)no1 (configuration not stated)	10	25	43	6	-2	-56	1	-5	-1
COc1cc(S(=O)(=O)N2CCN(Cc3ccccc3)CC2)ccc1Br	-3	4	-8	6	0	-4	2	-5	-3
Cc1ccc(Cl)cc1NC(=O)NCCN1CCCCC1	6	6	-4	6	3	3	-3	3	-3
Cc1nn(C2CCS(=O)(=O)C2)c(Cl)c1/C=C/C(=O)OCC(=O)Nc1ccccc1[N+](=O)[O-] (configuration not stated)	5	75*	5	4	1	-5	2	-2	-4
O=S(=O)([N-]c1nc2ccccc2nc1-[n+]1ccccc1)c1ccccc1	-8	0	6	2	-1	6	-2	-1	-1
COCC(C)n1c(SCc2ccc(C(=O)OC)o2)nc2ccccc2c1=O (configuration not stated)	1	-1	2	-8	1	1	-3	5	-4
COc1ccc(OC)c(N(CC(N)=O)S(=O)(=O)c2ccc(OC)c(OC)c2)c1	-2	4	20	6	10	-5	4	2	2
